Source: PubChem (The Scripps Research Institute Molecular Screening Center)
ADAM17 inh: ADAM17 inhibitors, primary screen, biochemical, QFRET; Disintegrin and metalloproteinase domain-containing protein 17 (Homo sapiens), P78536; recombinant ADAM17, EDANS/DABCYL FRET peptide cleavage; inhibition, % at 6.95 µM; hit rate 0.83% among 370,000; AID 720648, 2013;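 active means inhibition above the mean of compounds lying between control limits plus 3 SD, set per campaign, cut at about 8.5% in these data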;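 further: 0% = DMSO-only wells as the low control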
LEDGF integ inh: blockers of LEDGF/p75-dependent integrase strand transfer – biochemical, TR-FRET, high throughput, primary screen; HIV-1 integrase (with human LEDGF/p75); TR-FRET IN-LEDGF/p75 DNA integration, Eu/Cy5; inhibition, % at 3.7 µM; hit rate 0.64% among 370,000;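 active means inhibition above the screen-wide mean plus 3 SD, cut at about 13% in these data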;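 further: signal is the Cy5 over europium emission ratio at 671 and 618 nm; 0% = plate median of compound wells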
ADAM10 inh: human ADAM10 inhibitors, primary screen, biochemical, QFRET, HTS; Disintegrin and metalloproteinase domain-containing protein 10 (Homo sapiens), O14672; recombinant ADAM10, EDANS/DABCYL FRET peptide cleavage, 3 h; inhibition, % at 7 µM; hit rate 0.62% among 370,000; AID 720582, 2013;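 active means inhibition above a per-campaign cutoff equal to the mean of compounds falling between control-based bounds plus 3 SD, cut at about 20% in these data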;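 further: 0% = DMSO wells while the 100% control is not disclosed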
Tn6 DDE FP: inhibitors of Tn6 peptide binding to fibrin DD(E), primary screen, biochemical, fluorescence polarization, human fibrin, Tn6 probe | Fibrinogen beta chain (Homo sapiens), P02675 | Fibrin DD(E) TRITC-Tn6 fluorescence polarization displacement | AID 720509, 2013 | inhibition, % at 8.3 µM | hit rate 0.21% among 370,000;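 active means inhibition above a per-campaign cutoff: mean of compounds within control limits plus 3 SD, cut at about 15% in these data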;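 further: 0% = median of all compound wells on the plate and 100% = blocking peptide control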
PLCg1 inh: PLC-gamma1 enzyme inhibitors, primary screen, biochemical, fluorescence, purified enzyme. 1-phosphatidylinositol 4,5-bisphosphate phosphodiesterase gamma-1 (Homo sapiens), P19174. fluorogenic substrate. inhibition, % at 12.2 µM. hit rate 0.84% among 370,000; in the data active means inhibition above about 9.5%
ARFGAP1 inh: inhibitors of rat ARFGAP1 GAP activity, primary screen, biochemical, fluorescence polarization, GDP tracer; ADP-ribosylation factor GTPase-activating protein 1 (Rattus norvegicus), Q62848; Arfgap1-stimulated ARF1 GTP hydrolysis, GDP FP detection; inhibition, % at 16.5 µM; hit rate 0.26% among 360,000; AID 651572, 2012;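 active means inhibition above a per-plate limit, mean inhibition of low control wells plus 3 SD, cut at about 25% in these data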;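 further: 0% = DMSO wells with enzyme and 100% = wells lacking Arfgap1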
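Material: truncated rat Arfgap1 GAP domain; Incubation: compound-enzyme preincubation 20 min, reaction 120 min, detection 60 min, 25 °C; Read-out: percent inhibition of Arfgap1-stimulated GTP hydrolysis; Technique: FP, GDP Alexa 633 tracer displaced from anti-GDP antibody, 620/688 nm; Controls: No-Arfgap1 wells (100%) versus DMSO full-reaction wells (0%); Replication: single well per compound.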
proKLK7 act: proKLK7 zymogen activators, primary screen, biochemical, fluorescence intensity. Kallikrein-7 (Homo sapiens), P49862. purified proKLK7, EDANS-DABCYL substrate fluorescence; 100% is mature enzyme control, 0% vehicle. activation, % at 7 µM. hit rate 0.9% among 370,000. AID 652039, 2013;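 active means activation above the mean of all tested compounds plus 3 SD, computed per campaign excluding outliers beyond control limits, cut at about 13% in these data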
Target sequence (P49862 whole entry, looked up): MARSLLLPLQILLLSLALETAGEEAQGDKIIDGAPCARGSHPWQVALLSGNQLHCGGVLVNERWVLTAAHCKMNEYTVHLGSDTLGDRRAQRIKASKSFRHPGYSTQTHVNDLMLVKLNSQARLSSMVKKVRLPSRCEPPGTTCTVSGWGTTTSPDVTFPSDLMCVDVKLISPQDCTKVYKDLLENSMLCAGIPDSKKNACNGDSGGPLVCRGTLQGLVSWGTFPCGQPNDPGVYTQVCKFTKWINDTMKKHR
ASAP1 GAP inh: inhibitors of human ASAP1 ArfGAP activity, primary screen, biochemical, fluorescence polarization. ASAP1-stimulated ARF1 GTP hydrolysis, GDP FP detection. hit rate 0.19% among 360,000. inhibition, % at 16.5 µM. Arf-GAP with SH3 domain, ANK repeat and PH domain-containing protein 1 (Homo sapiens), …; in the data active means inhibition above about 25%;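 further: 0% = vehicle with enzyme and substrate and 100% = no enzyme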
Target sequence (Q9ULH1 325-724 limits assumed): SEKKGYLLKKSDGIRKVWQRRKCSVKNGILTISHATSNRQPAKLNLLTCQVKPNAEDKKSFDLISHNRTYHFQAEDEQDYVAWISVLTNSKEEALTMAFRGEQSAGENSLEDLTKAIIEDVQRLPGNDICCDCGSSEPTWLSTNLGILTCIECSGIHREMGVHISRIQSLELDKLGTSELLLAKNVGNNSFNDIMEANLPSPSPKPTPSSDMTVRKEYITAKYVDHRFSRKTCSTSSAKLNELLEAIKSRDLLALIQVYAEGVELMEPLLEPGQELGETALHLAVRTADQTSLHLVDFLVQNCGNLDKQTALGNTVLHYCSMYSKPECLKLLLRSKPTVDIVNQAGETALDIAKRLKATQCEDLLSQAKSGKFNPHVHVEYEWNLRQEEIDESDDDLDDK
Tn7 DDE FP: inhibitors of Tn7 peptide binding to fibrin DD(E), primary screen, biochemical, fluorescence polarization, human fibrin, Tn7 probe; FP displacement of FITC-Tn7 peptide from fibrin DD(E); 0% = median of compound wells per plate; hit rate 0.13% among 370,000; Fibrinogen beta chain (Homo sapiens), P02675; inhibition, % at 8.3 µM;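 active means inhibition above the mean of compounds falling within the control limits plus 3 SD of them, cut at about 14% in these data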;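 further: 0% = plate median of compound wells and 100% = 10 µM Aha-Tn7 peptide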
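Assay system: human fibrin DD(E) protein / Input: 2 µM fibrin DD(E) / Benchmarks: high control of 10 µM Aha-Tn7 peptide / Measured by: fluorescence polarization of the labelled Tn7 tracer / Medium: Tris buffer with calcium and detergent, pH 7.8 / Timing: 10 min compound pre-incubation, 3 h probe incubation at room temperature / Repeats: one replicate per compound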
TDP2 absorb: human TDP2 enzyme inhibitors, primary screen, biochemical, epi absorbance, recombinant enzyme; Tyrosyl-DNA phosphodiesterase 2 (Homo sapiens), O95551; T5PNP hydrolysis, p-nitrophenol absorbance 415 nm; inhibition, % at 12.8 µM; hit rate 0.34% among 370,000; AID 720702, 2013;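 active means inhibition above the mean of all tested compounds plus 3 SD, set per campaign, cut at about 25% in these data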;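 further: 0% = DMSO with enzyme and 100% = buffer with substrate but no TDP2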
Target sequence (O95551 whole entry, looked up): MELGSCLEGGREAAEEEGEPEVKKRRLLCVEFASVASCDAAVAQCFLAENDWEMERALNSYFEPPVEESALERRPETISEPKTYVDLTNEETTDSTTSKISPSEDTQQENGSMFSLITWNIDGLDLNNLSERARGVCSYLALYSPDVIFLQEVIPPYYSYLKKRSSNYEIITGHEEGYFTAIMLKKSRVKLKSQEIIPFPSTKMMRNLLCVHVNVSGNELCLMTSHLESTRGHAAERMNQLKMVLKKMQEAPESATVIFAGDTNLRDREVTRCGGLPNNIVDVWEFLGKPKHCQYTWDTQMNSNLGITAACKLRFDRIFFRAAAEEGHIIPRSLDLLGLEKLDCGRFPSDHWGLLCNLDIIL
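System: recombinant human TDP2 / Amount: 120 nM TDP2 per well / Also added: 5 mM T5PNP chromogenic substrate / Doses: 12.8 µM single point, 1% DMSO / Incubation: 2 h at 37 °C / Detection: p-Nitrophenol epi absorbance / Evaluation: % inhibition relative to enzyme-containing and enzyme-free wells / Repeats: singlicate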
An asterisk follows results filed as active; i = inactive.

SMILES	ADAM17 inh	LEDGF integ inh	ADAM10 inh	Tn6 DDE FP	PLCg1 inh	ARFGAP1 inh	proKLK7 act	ASAP1 GAP inh	Tn7 DDE FP	TDP2 absorb
COc1cccc(OC)c1C(=O)NC(=O)NNc1cc(C(F)(F)F)cc(C)n1	-4.8	0.5	-11.5	-5.6	7.0	2.2	0.4	11.7	-4.0	-12.7
NNc1cc(C(=O)O)ccc1Cl	0.0	4.0	7.5	7.8	6.0	10.5	0.1	1.5	-0.5	-7.9
CCOc1cccc(CN2CCN(Cc3ccc(C)o3)C(CCO)C2)c1O (stereo unspecified)	3.7	2.3	-4.7	0.1	1.1	5.1	-0.8	-7.2	-0.3	-16.0
Cc1ccc(C(=O)C2CC2)cc1C	-0.8	-9.9	-11.2	1.5	-1.5	0.5	-0.2	-0.2	7.1	-1.4
O=C(O)Cn1ccnc1	-3.5	-0.6	-3.7	-4.1	-1.0	-7.9	-0.5	1.2	-9.6	9.7
COc1cccc(NC(=O)c2ccccc2N(Cc2ccccc2)S(C)(=O)=O)c1	-1.0	-6.0	4.2	-2.3	0.4	5.7	-0.2	4.2	3.7	-3.4
O=C(Cn1ncc(Cl)c(Cl)c1=O)Nc1ccc2c(c1)OCO2	-0.3	6.8	-8.5	0.6	-5.1	5.8	0.7	-2.3	2.2	1.5
COC(=O)[C@@]1(Cc2ccc(F)cc2)[C@H]2c3cc(C(=O)N4CCCC4)n(Cc4ccc(C)o4)c3C[C@H]2CN1C(=O)c1ccccc1	1.6	-0.5	-6.2	3.0	-4.2	4.9	0.5	8.6	3.6	-8.2
COc1ccc(CC(=O)Nc2nc(C)cs2)cc1	-3.5	5.7	0.4	-4.7	3.2	-13.8	-0.8	6.7	-1.8	-8.4
C[C@@H](NC(=O)CN1C(=O)c2ccccc2S1(=O)=O)c1ccccc1	-2.8	-0.3	-0.1	5.0	-0.2	-1.5	-0.6	5.7	-2.9	-1.8
CC1=CS/C(=C(/C#N)C(=O)NCc2ccco2)N1c1ccccc1	-1.0	-1.6	-18.9	-0.5	-2.3	10.7	0.1	1.8	-4.1	1.3
CCN(CC)C(=O)C(=O)c1cn(CCOc2ccccc2)c2ccccc12	-4.9	-1.7	1.1	-4.2	0.8	8.9	-0.2	-1.5	1.2	0.5
C[C@@H]1CN([C@@H](C)CO)C(=O)c2ccccc2-c2ccccc2CO[C@@H]1CN(C)S(=O)(=O)c1ccc(C(F)(F)F)cc1	-1.1	-3.0	1.0	10.2	1.9	4.3	0.0	-17.0	0.1	-5.8
COc1ccc2c(c1)C1=C(CC2)C(c2ccc(C)cc2)NC(=S)N1 (stereo unspecified)	-5.2	1.3	-12.7	-2.7	-16.5	-1.2	-0.4	0.3	1.0	7.7
CP(C)(=O)CCP(=O)(c1ccccc1)c1ccccc1	0.0	-2.8	-10.3	-6.2	-4.0	8.2	-0.2	-9.4	-2.6	-2.9
O=[N+]([O-])c1cc2oc3c(c2c(C=NCc2ccccc2)c1O)CCCC3	-3.7	25.3*	-7.6	-1.2	-11.7	-16.1	1.4	-8.8	2.8	8.2
CC1CCc2sc(C(=O)NC3CCCCC3)cc2C1 (stereo unspecified)	-5.0	-1.8	-11.0	2.8	4.4	3.0	-0.7	-9.6	0.1	8.8
O=c1oc2ccccc2c(NC(c2ccccc2)c2ccccc2)c1[N+](=O)[O-]	-2.3	0.9	-2.0	-5.5	1.1	-3.7	-0.1	7.0	-1.8	2.2
Cn1c(/C(C#N)=C/c2ccc(O)cc2)nc2ccccc21	-9.4	-2.9	-15.8	2.5	-14.5	24.9*	0.3	9.4	-1.8	10.6
O=C(c1cc(-c2cccc(Cl)c2)nc2ccccc12)N1CCCC1	1.5	1.1	6.7	3.8	2.3	3.5	0.2	0.6	-4.7	4.4

Shown as a hit in LEDGF integ inh, of those listed so far:
SMILES	ADAM17 inh	LEDGF integ inh	ADAM10 inh	Tn6 DDE FP	PLCg1 inh	ARFGAP1 inh	proKLK7 act	ASAP1 GAP inh	Tn7 DDE FP	TDP2 absorb
O=[N+]([O-])c1cc2oc3c(c2c(C=NCc2ccccc2)c1O)CCCC3	-3.7	25.3*	-7.6	-1.2	-11.7	-16.1	1.4	-8.8	2.8	8.2

Further compounds.
SMILES	ADAM17 inh	LEDGF integ inh	ADAM10 inh	Tn6 DDE FP	PLCg1 inh	ARFGAP1 inh	proKLK7 act	ASAP1 GAP inh	Tn7 DDE FP	TDP2 absorb
Cc1cc(N2CCN(c3ccccc3F)CC2)nc2cc(O)ccc12	-175.4	-0.5	i	0.5	i	2.8	-45.2	16.7	-2.0	-7.3
COC(=O)C1=C(C)N(Cc2ccccc2C(F)(F)F)C(=NCc2ccccc2)NC1c1ccc(Cl)cc1 (stereo unspecified)	3.7	-1.1	-5.7	-6.7	6.0	11.1	-1.0	-0.3	-4.5	-11.4
COc1ccc(N(CC(=O)Nc2cccc(OC)c2)S(=O)(=O)c2c(C)nn(C)c2C)cc1	-2.7	0.2	12.4	-5.1	0.0	-2.2	0.0	14.4	4.6	-7.2
COc1cc(/C=C2\C(=N)N3N=C(S(C)(=O)=O)SC3=NC2=O)ccc1OCCOc1ccccc1C	-4.6	6.3	-0.6	-5.5	-7.7	9.7	-0.4	7.7	-2.1	-4.9
CCOc1ccc(CN(C)CC(=O)NCc2ccccc2)cc1	-11.4	-0.8	-10.4	9.3	-0.2	-7.2	0.5	4.4	-0.4	5.3
O=C(c1ccc(Br)s1)N1CCN(S(=O)(=O)c2ccccc2)CC1	-4.4	0.2	-1.0	-0.2	4.5	-7.1	0.2	1.6	-4.0	8.6
Cc1cccc(-c2nc3c(c(=O)c4ccccc4n3C)c(=O)n2-c2ccccc2)c1	-4.5	-2.9	-2.3	2.8	-4.0	2.1	-0.4	-14.3	1.8	5.8
O=C(NC1CC(=O)c2sccc21)c1ccc(Cl)cc1Cl (stereo unspecified)	-2.6	-1.9	0.0	10.0	-1.4	7.8	0.1	-0.5	3.0	-5.0
Cc1cc(C)cc(NC(=O)COC(=O)CN=C2NS(=O)(=O)c3ccccc32)c1	1.0	-0.5	-1.4	0.5	-1.1	-1.5	-0.1	-11.0	5.0	8.6
COc1ccc(C(CNC(=O)c2cccc(S(=O)(=O)Nc3cccc(C)c3)c2)N2CCOCC2)cc1 (stereo unspecified)	3.0	0.3	-3.4	-1.3	-3.6	8.8	0.7	6.8	-1.9	-14.1
Cc1cccc(CN2CCN(CC(=O)NCc3cccs3)C2=O)c1	-7.9	-0.1	-7.7	5.4	-0.2	-6.9	0.5	-3.5	1.5	3.9
O=C(O)c1ccc2noc(-c3ccccc3)c2c1	-6.7	2.3	-13.8	6.6	-7.2	2.3	0.2	-5.4	2.9	3.3
COc1ccc(-c2nc(NC(=O)Cn3cnnn3)sc2C)cc1	-5.4	-0.1	-8.0	8.3	1.0	-2.1	-0.1	0.8	2.3	0.1
O=C1CCC(C(=O)Nc2ccc(Cl)cc2)N1 (stereo unspecified)	1.9	-2.0	1.0	2.8	-1.3	-6.2	0.9	-1.2	7.1	5.6
CC(C)CC(=O)N1CCN(S(=O)(=O)c2ccc3ccccc3c2)CC1	0.6	-4.0	1.8	-3.0	2.9	24.1	0.9	-15.9	2.5	-7.2
O=C(COC(=O)c1ccccc1)NCCCCc1ccccc1	0.0	2.2	4.2	-7.5	0.5	4.2	0.0	3.4	6.8	10.9
COc1ccc(C(CNC(=O)c2cc(S(=O)(=O)N3CCN(c4ccccc4)CC3)ccc2Cl)N(C)C)cc1 (stereo unspecified)	-0.4	0.0	2.7	0.8	4.0	-0.6	0.2	-21.2	1.0	-6.3
O=C(Nc1ccccc1OC(=O)c1ccccc1)c1ccccc1	1.1	-3.0	-8.1	0.7	3.3	16.8	-0.2	-0.3	3.9	-2.4
COc1ccc(/C=N/NC(=O)c2[nH]c(C)c(C(=O)N/N=C/c3ccc(OC)cc3)c2C)cc1	-1.0	-1.2	-0.3	0.3	-1.9	1.4	0.4	6.5	-1.8	2.6
CCC1CCC(c2nnc(-c3ccc(Br)cc3)o2)CC1 (stereo unspecified)	-2.5	-6.7	8.6	5.9	-0.8	0.7	0.4	-8.7	11.1	-1.3
COc1ccccc1CN(CC(=O)NCc1ccc2c(c1)OCO2)C(=O)c1csnn1	-1.0	-4.4	0.7	4.2	1.1	-5.0	-0.1	5.9	11.9	-4.6
Cc1ccc2c(c1)N(CC(=O)N1CCCCCC1)C(=O)C(C)O2 (stereo unspecified)	2.1	0.5	-1.4	-3.4	3.2	-7.2	-0.1	-1.4	1.2	19.4
CCOC(=O)c1c(C)[nH]c(C)c1S(=O)(=O)N1CCN(c2ccc([N+](=O)[O-])cc2)CC1	0.6	-1.6	2.4	-0.8	2.0	-0.3	0.2	3.3	-2.6	-6.8
CC1CCCC(n2c(=S)[nH]c3ccccc3c2=O)C1C (stereo unspecified)	-0.6	-1.9	8.9	-3.9	-0.2	11.3	-0.2	-15.8	-2.5	4.7
CS(=O)(=O)N(CC(=O)N1CCN(c2ccccc2)CC1)c1ccc(Cl)c(C(F)(F)F)c1	-0.3	5.3	5.9	5.7	3.6	8.2	0.2	-4.9	0.1	5.7
O=C(Nc1cccc(C(F)(F)F)c1)c1cc(Br)cc2c1OCC2	0.2	3.6	3.8	5.2	-0.1	11.5	0.7	5.5	-3.2	11.3
CCOC(=O)CSC1=NN2CCS(=O)(=O)N=C2S1	-2.4	-4.7	-3.4	1.0	1.6	6.5	-0.4	2.0	-0.8	15.4
O=C(CCC(=O)c1ccccc1)NCCc1c[nH]c2ccccc12	-1.3	-2.7	-2.2	2.7	0.4	-6.4	0.2	-5.0	5.5	-8.7
